Compound activity: PubChem BioAssay, Sanford-Burnham Center for Chemical Genomics
Jurkat NFkB inh: inhibitors of induced NF-kB luciferase reporter, primary screen, TCR NF-kB activation inhibitor project, cell-based, luminescence, uHTS; 330,000 tested, 0.53% active; Jurkat, PMA/ionomycin-induced NF-kB luciferase reporter; inhibition, % at 4 µM
697 NFkB inh: inhibitors of PMA/ionomycin-induced NF-kB reporter, 697 cells, primary screen, B-cell NF-kB inhibitor project, cell-based, luminescence, uHTS. 697 B-cell NF-kB luciferase reporter, 16 h. inhibition, % at 4 µM. 330,000 tested, 0.33% active. AID 435022, 2010; in the data active means inhibition above about 35%
SENP7 block: SENP7 protease inhibitors, primary screen, biochemical, luminescence, uHTS; Sentrin-specific protease 7 (Homo sapiens), Q9BQF6; recombinant SENP7, Z-RLRGG-aminoluciferin luminescence, 40 min; inhibition, % at 5 µM; 330,000 tested, 1.5% active; AID 434973, 2010;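 active means inhibition above about 50% at the single test dose, limit read from the data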;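 further: plate controls were DMSO with enzyme for no effect and no enzyme buffer wells for full effect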
Apaf-1 inh: inhibitors of human Apaf-1 apoptosome, primary screen, biochemical, DEVD-Rh110 fluorescence, uHTS | 330,000 tested, 0.71% active | inhibition, % at 20 µM | reconstituted apoptosome caspase-3 activity; active means inhibition of at least 40% at 20 µM;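 further: plate controls were DMSO wells for no effect and DEVD-CHO caspase inhibitor wells for full effect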
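Material: reconstituted apoptosome with Apaf-1, cytochrome c, caspase-9, procaspase-3, dATP / Buffer or medium: pH 7.5 Hepes buffer with CHAPS, BSA, DTT / Also added: cytochrome c with DEVD-Rh110 / Schedule: compound with Apaf-1, dATP, procaspase-3 30 min, then 50 min reaction, room temperature / Technique: rhodamine 110 fluorescence at Ex 480/Em 540 nm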
SENP8 block: SENP8 protease inhibitors, primary screen, biochemical, luminescence; Sentrin-specific protease 8 (Homo sapiens), Q96LD8; purified SENP8, Z-RLRGG-aminoluciferin cleavage; inhibition, % at 10 µM; 330,000 tested, 1.2% active
Gli-Sufu block: Gli-Sufu pathway antagonists, primary screen, luciferase luminescence, Sufu-KO-LIGHT cells, uHTS; inhibition, % at 5 µM; 340,000 tested, 0.74% active; AID 588413, 2011; Sufu-KO-LIGHT fibroblasts, Gli luciferase reporter luminescence;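 active means inhibition above about 55%, limit read from the data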;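 further: 0% = DMSO-treated cells and 100% = wells with medium but no cells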
UBC13 polyUb: UBC13 polyubiquitin chain formation inhibitors, primary screen, biochemical, TR-FRET, uHTS; Ubiquitin-conjugating enzyme E2 N (Homo sapiens), P61088; inhibition, % at 20 µM; 330,000 tested, 0.47% active; in the data active means inhibition above about 45%, passing the limit was not always enough
HKDC1 inhibitor: HKDC1 hexokinase inhibitors, primary screen, biochemical, fluorescence, uHTS; AID 493160, 2011; inhibition, % at 20 µM; Q2TB90; 340,000 tested, 0.16% active; recombinant HKDC1, G6PDH/diaphorase resazurin coupled fluorescence;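 active means inhibition above about 35% when tested at 20 µM, limit read from the data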;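 further: plate controls were DMSO wells with enzyme for no effect and DMSO wells lacking enzyme for full effect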
Target sequence (Q2TB90 whole entry, looked up): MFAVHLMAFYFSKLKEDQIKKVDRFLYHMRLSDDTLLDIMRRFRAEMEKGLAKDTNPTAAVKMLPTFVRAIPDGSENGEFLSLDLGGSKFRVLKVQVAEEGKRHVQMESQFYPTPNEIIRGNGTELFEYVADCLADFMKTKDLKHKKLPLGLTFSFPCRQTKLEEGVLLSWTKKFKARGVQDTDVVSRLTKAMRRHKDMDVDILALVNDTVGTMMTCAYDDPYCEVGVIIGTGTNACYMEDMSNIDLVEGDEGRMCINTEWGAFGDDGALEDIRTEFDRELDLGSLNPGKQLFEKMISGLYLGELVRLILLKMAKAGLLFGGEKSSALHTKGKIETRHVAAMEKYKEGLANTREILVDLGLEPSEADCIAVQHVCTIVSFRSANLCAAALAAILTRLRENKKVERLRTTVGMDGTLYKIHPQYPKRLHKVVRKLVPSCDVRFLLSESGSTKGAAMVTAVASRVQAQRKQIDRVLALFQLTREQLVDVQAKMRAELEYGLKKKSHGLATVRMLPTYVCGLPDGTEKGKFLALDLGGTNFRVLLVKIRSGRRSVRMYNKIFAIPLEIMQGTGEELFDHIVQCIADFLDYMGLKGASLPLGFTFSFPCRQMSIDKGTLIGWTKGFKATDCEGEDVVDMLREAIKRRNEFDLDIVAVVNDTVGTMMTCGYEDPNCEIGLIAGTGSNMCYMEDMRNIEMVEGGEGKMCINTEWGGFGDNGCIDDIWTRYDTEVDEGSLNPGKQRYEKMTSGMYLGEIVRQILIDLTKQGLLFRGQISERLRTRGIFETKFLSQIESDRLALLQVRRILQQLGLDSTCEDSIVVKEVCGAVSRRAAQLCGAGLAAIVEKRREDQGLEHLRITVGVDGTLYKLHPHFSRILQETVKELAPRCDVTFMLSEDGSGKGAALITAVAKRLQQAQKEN
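Assay system: recombinant HKDC1 hexokinase; detection: coupled resazurin fluorescence, excitation 525 nm, emission 613 nm; benchmarks: DMSO-plus-enzyme-mix negative control, buffer-substituted positive control; compound dosing: single 20 µM dose; schedule: 90 min at room temperature in dark; also added: glucose plus 1 mM ATP as hexokinase substrates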
* hit, by the source's call; nt = not tested or not shown. Unless noted, no stated cut-off is given here; in the data, active means inhibition above about 50%; inactive means the rest.

Fields: Jurkat NFkB inh	697 NFkB inh	SENP7 block	Apaf-1 inh	SENP8 block	Gli-Sufu block	UBC13 polyUb	HKDC1 inhibitor
- CCN(Cc1ccc(OC)c(F)c1)C(=O)CCl
→ 21	25	-9	4	-3	-24	10	-3
- CCN1CCN(c2ccc(S(=O)(=O)N3CCOCC3)cc2NC(=O)c2ccc(C(F)(F)F)cc2)CC1
→ -4	-2	17	6	-14	15	8	-3
- Cc1cc(C)c2nc(N(CCN(C)C)C(=O)c3ccc4ccccc4c3)sc2c1
→ -6	-1	2	22	-2	17	15	-2
- Cc1ccc(NC(=O)NC2(C(=O)NCc3ccccc3)CCCCC2)cc1
→ -12	11	8	-11	2	-9	1	-9
- CC(C)(C)NC(=O)CN(C(=O)C(=O)Nc1ccc2c(c1)OCCO2)C1CCCC1
→ 0	5	5	2	1	13	2	-4
- COc1cc(/C=C2/C(=O)NN(c3ccc(C)c(Cl)c3)C2=O)cc([N+](=O)[O-])c1O
→ 6	13	4	15	3	0	-134	29
- O=C1CSC(c2ccccc2)N1c1ccccc1F (centres undefined)
→ -6	-13	2	-3	2	1	9	3
- Cc1nc(NCCN)c(C#N)c2c1COC(C)(C)C2
→ -13	-9	13	6	-7	10	5	-7
- CC(NS(C)(=O)=O)C(c1cccs1)N1CCN(c2ccccc2)CC1 (centres undefined)
→ 18	11	-2	-16	-5	2	0	-4
- c1cc(C2CCN(Cc3nc(-c4ccc5c(c4)OCO5)no3)CC2)ccn1
→ -4	-29	8	4	1	-5	14	5
- COc1cccc(CNC(=O)CCS(=O)(=O)Cc2ccc(C)cc2)c1
→ 10	3	5	5	0	-9	1	-7
- COc1cccc(-c2nc(OC(C)C)c3ccccc3n2)c1
→ -3	-6	-9	21	-2	12	4	1
- CCN(CC)C(=O)c1[nH]cnc1C(=O)N[C@@H](Cc1ccccc1)C(=O)OC(C)(C)C
→ -6	-14	-5	-3	-6	-1	1	-5
- O=C(O)CCCCCNC(=O)c1ccc(Br)cc1
→ 6	3	6	-3	-4	5	-3	-3
- CCCCCC(=O)N=Nc1c(O)[nH]c2ccc([N+](=O)[O-])cc12
→ 7	4	-1	-10	4	3	-6	-11
- Cc1ccc(NC(=S)NNc2ncc(C(F)(F)F)cc2Cl)cc1
→ 11	-18	-5	-5	-6	19	-7	-14
- NS(=O)(=O)c1ccc(CCNC(=O)COC(=O)CC(c2ccccc2)c2ccccc2)cc1
→ 12	3	3	15	-3	2	-2	-8
- Cc1cccc(OCC(=O)N2CCC(c3ccccc3)C2)c1 (centres undefined)
→ -36	-63	-2	3	2	-49	6	-9
- COC(=O)[C@]1(C)N[C@H](CN(C)C(=O)Nc2ccc(OC)cc2)[C@@H]2C(=O)N(C)C(=O)[C@@H]21
→ 7	0	-2	-16	3	-8	11	0
- O=C(Nc1ccccc1)C1CCCCN1S(=O)(=O)c1ccccc1 (centres undefined)
→ -10	3	8	4	1	5	-1	-3
- COC(=O)c1ccc(NC(=O)c2cccnc2)cc1
→ 4	-37	7	-6	2	-20	-7	3
- CC(C)NCC(O)c1ccc2ccccc2c1 (centres undefined)
→ -8	10	3	-8	-2	7	9	-6
- CC(C)(C)OC(=O)C[C@H]1C/C=C\C[C@@H](CC(=O)N[C@@H](CO)Cc2ccccc2)C(=O)NCCOC1=O
→ -5	-12	3	-3	2	-5	0	-4
- Cc1ccc(S(=O)(=O)NCC(=O)OCC(=O)NCc2ccc3c(c2)OCO3)cc1
→ 2	-15	0	2	0	-6	0	4
- COc1cc(OC)cc(-c2nc3nc(C)c(CCC(=O)NCC(OC)OC)c(C)n3n2)c1
→ 4	4	2	-11	6	-1	2	-8
- CCOC(=O)Cc1cn(C(=O)OC(C)(C)C)c2ccccc12
→ -6	15	-1	15	-4	18	9	0
- Cc1ccc(CNC(=O)COC(=O)CCCOc2ccc(Cl)cc2Cl)cc1
→ -2	11	2	18	-4	0	4	-3
- Cc1cc(NC(=O)CSc2nc3ccccc3cc2C#N)no1
→ -58	-34	-3	0	6	1	-2	-1
- CC(=O)Nc1cccc(C(=O)Nc2nc(C)cs2)c1
→ -14	0	-13	-16	-6	-6	-7	1
- O=C(Cn1cc([N+](=O)[O-])cn1)Nc1ccccn1
→ 13	3	-8	-6	-8	nt	-7	-11
- O=C1CCC(=O)N1c1ccc(CSc2nc3ccccc3[nH]2)cc1
→ -9	-26	-5	-1	-20	-19	-4	-2
- CCOC(=O)N1CCC(N2CCN(S(=O)(=O)c3ccc(C)cc3)CC2)CC1
→ 5	-30	-10	7	-16	8	-4	1
- COc1ccccc1CNC(=O)C1CSC2(C)CCC(=O)N12 (centres undefined)
→ -6	9	4	-4	-7	2	4	2
- Cc1ccc(S(=O)(=O)Nc2ccc3c(c2)n(C)c(=O)n3C)cc1
→ -10	47*	12	5	-7	23	9	-3
- Cc1ccc2c(c1)nnn2C1CCN(CC(=O)Nc2ccc3c(c2)OCCO3)CC1
→ 7	6	7	13	1	12	6	1
- O=C(NCC1CCCO1)C1CCN(S(=O)(=O)Cc2ccccc2)CC1 (centres undefined)
→ 6	5	-4	-4	-3	-8	4	1
- O=C1C2C3C=CC(C4CC34)C2C(=O)N1/N=C/c1ccc([N+](=O)[O-])o1 (centres undefined)
→ -4	-61	-3	-1	8	-4	-14	4
- CCCc1cc(=O)oc2cc(OCC(=O)N(C)C)c(Cl)cc12
→ 15	0	0	-3	-1	1	0	5
- COc1ccccc1NCC(=O)c1ccc(C)c(C)c1
→ -10	-19	1	-15	-6	4	-1	-4
- C=C(C)c1ccc(C(C)(C)NC(=O)N(Cc2ccccc2)Cc2ccco2)cc1
→ 4	-7	-2	22	-2	5	2	-7
- CCOc1cccc(/C(O)=C2/C(=O)C(=O)N(CCOC)C2c2ccco2)c1 (centres undefined)
→ 6	-2	8	1	-2	-3	2	0
- CCCCn1c(SCC(=O)Nc2cc(C)on2)nc2ccsc2c1=O
→ 12	-15	1	-8	-3	5	6	-10
- Oc1ccc(/C=N/Nc2nc(N3CCCCCC3)nc(N3CCCCCC3)n2)c(O)c1
→ -19	-19	11	38	-3	-9	1	-2
- Cc1cc(NC(=O)CSc2nc3cc(C)c(C)cc3cc2C)no1
→ 13	2	0	-3	-1	5	-1	4
- CN(C)S(=O)(=O)c1ccc(NC(=O)c2cc(-c3cccs3)nc3ccccc23)cc1
→ -4	6	-3	16	-4	16	0	-3
- CCOC(=O)c1c2ccccc2[n+]([O-])n1CCO
→ -11	-40	3	5	9	6	-2	-4
- O=C(Cc1cccc2ccccc12)N1CCN(c2ncccn2)CC1
→ -4	20	4	3	-3	17	-1	-14
- O=C(CCC(=O)c1ccc(Oc2ccccc2)cc1)Nc1cccc(Cl)c1Cl
→ -1	7	-2	-2	-1	-13	4	3
- C/C(=N/Nc1nc(-c2ccc(Cl)cc2)cs1)c1cccs1
→ -15	-1	-7	15	-3	-6	-10	0
- CCCCOc1ccc(CSCCN)cc1Cl
→ -17	17	7	-13	-6	39	17	0
- CCn1c(SCC(=O)Nc2nc(C)cs2)nnc1-c1ccoc1C
→ -2	-7	-1	10	-4	8	-17	-2
- C(=N\n1cnnc1)/c1cccc2ccccc12
→ 7	9	-3	9	-8	-8	-7	1
- Cc1ccc(OCC(=O)NS(=O)(=O)c2ccccc2)cc1
→ 15	22	7	0	4	-9	-4	-8
- COc1ccc(C(=O)N[C@H](C(=O)Nc2sccc2C(N)=O)C(C)C)cc1
→ -12	16	5	5	-2	35	30	-4
- O=C(NCCN1CCCC1)C1COc2ccccc2O1 (centres undefined)
→ 9	-2	4	-3	-3	-6	0	0
- O=[N+]([O-])c1cc(C(F)(F)F)cc([N+](=O)[O-])c1NCCNC(=S)Nc1ccc(Cl)c(Cl)c1
→ 7	-12	0	-2	2	1	-4	2
- COc1ccc(S(=O)(=O)N2CCN(CCC(=O)Nc3ccccc3F)CC2)cc1
→ 2	12	5	-5	4	0	3	14
- C(=N/N1CCN(c2ccccc2)CC1)/c1cccs1
→ -37	-11	-1	-1	-7	-35	5	-12
- O=C(O)c1ccc(NS(=O)(=O)c2cc(Cl)ccc2Cl)cc1
→ -9	10	12	8	1	9	-10	-5
- CCN(CC(=O)Nc1ccccc1OC)C(=O)c1cc(-c2ccccc2)nn1-c1ccccc1
→ 8	-4	-3	11	9	34	2	4

(list continues)
Fields: Jurkat NFkB inh	697 NFkB inh	SENP7 block	Apaf-1 inh	SENP8 block	Gli-Sufu block	UBC13 polyUb	HKDC1 inhibitor
- COc1ccc(NC(=O)C2CC2)cc1-n1cnnn1
→ 10	13	4	-10	-2	1	9	-1
- CCOC(=O)N1CCC(=C2c3ccc(Cl)cc3CCc3cccnc32)CC1
→ -6	-7	7	29	2	17	1	8
- Cc1ccc(N=C2c3ccccc3C(=O)C2[N+](=O)[O-])cc1C (centres undefined)
→ -6	-11	5	-13	4	2	-15	1
- CC(C)(C)n1nc(-c2ccc(F)cc2)c2c(N)ncnc21
→ -3	-24	6	14	4	39	0	-1
- O=S(=O)(NCCC1CC1(Cl)Cl)c1ccccc1 (centres undefined)
→ 2	14	-4	-7	-5	0	1	-1

Entries from the list above with a tert-butyl group:
Fields: Jurkat NFkB inh	697 NFkB inh	SENP7 block	Apaf-1 inh	SENP8 block	Gli-Sufu block	UBC13 polyUb	HKDC1 inhibitor
- CC(C)(C)NC(=O)CN(C(=O)C(=O)Nc1ccc2c(c1)OCCO2)C1CCCC1
→ 0	5	5	2	1	13	2	-4
- CCN(CC)C(=O)c1[nH]cnc1C(=O)N[C@@H](Cc1ccccc1)C(=O)OC(C)(C)C
→ -6	-14	-5	-3	-6	-1	1	-5
- CC(C)(C)OC(=O)C[C@H]1C/C=C\C[C@@H](CC(=O)N[C@@H](CO)Cc2ccccc2)C(=O)NCCOC1=O
→ -5	-12	3	-3	2	-5	0	-4
- CCOC(=O)Cc1cn(C(=O)OC(C)(C)C)c2ccccc12
→ -6	15	-1	15	-4	18	9	0
- CC(C)(C)n1nc(-c2ccc(F)cc2)c2c(N)ncnc21
→ -3	-24	6	14	4	39	0	-1
